FBW7 activator = FBW7 E3 ligase activators, primary screen, biochemical, AlphaScreen, human | normalized activity (activation), % at 26.1 µM | AID 1259310, 2017 | actives 0.13% (n = 650,000) | F-box/WD repeat-containing protein 7 (Homo sapiens), Q969H0 | AlphaScreen FBW7–phospho-cyclin E peptide binding, activator screen; in the data active means normalized activity above about 1.9%;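 further: purified mutant Fbw7 with reduced substrate affinity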
Target sequence (Q969H0 whole entry, looked up): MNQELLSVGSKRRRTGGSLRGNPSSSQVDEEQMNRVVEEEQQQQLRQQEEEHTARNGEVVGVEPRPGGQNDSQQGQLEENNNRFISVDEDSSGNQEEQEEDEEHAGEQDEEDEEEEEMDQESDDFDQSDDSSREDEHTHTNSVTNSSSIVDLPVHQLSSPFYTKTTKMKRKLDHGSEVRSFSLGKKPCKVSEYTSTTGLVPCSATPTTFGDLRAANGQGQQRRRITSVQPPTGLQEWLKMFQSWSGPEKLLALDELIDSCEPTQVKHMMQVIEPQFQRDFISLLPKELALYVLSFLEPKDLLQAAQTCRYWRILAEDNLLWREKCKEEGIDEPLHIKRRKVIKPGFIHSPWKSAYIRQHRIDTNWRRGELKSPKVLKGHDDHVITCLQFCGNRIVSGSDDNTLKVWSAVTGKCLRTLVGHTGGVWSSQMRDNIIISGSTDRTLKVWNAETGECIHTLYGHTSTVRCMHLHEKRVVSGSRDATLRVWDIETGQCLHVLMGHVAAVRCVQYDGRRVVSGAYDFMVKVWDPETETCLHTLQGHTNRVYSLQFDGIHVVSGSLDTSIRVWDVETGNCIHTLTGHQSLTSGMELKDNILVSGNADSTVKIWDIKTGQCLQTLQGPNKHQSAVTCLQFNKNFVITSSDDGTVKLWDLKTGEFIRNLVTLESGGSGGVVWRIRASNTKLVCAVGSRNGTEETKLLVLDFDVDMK
TEAD-YAP block = TEAD-YAP interaction inhibition, primary screen, TEAD-YAP interaction inhibitor project, luminescence, HEK-TIYL cells | TEAD-Gal4/YAP UAS-luciferase luminescence | AID 1259422, 2018 | inhibition, % at 9.12 µM | actives 1.4% (n = 640,000); in the data active means inhibition above about 32%;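 further: 0% = median of test compound wells and 100% = reference inhibitor wells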
MITF primary = MITF inhibitors, primary screen, biochemical, AlphaScreen, human | AID 1259374, 2018 | actives 0.91% (n = 650,000) | AlphaScreen MITF homodimerization, bead proximity signal | inhibition, % at 2.6 µM; in the data active means inhibition above about 50%;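 further: 0% = vehicle wells with protein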
GPR151 activ = activators of human GPR151, primary screen, cell-based, PathHunter beta-arrestin, luminescence | G-protein coupled receptor 151 (Homo sapiens), Q8TDV0 | PathHunter beta-arrestin GPR151 cells | activation, % at 11.2 µM | actives 1% (n = 650,000) | AID 1508602, 2020; in the data active means activation above about 4.9%;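 further: 0% = median of compound wells and 100% = cells with positive control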
* marks the source's active call; other numbers are inactive results; · = no result given. Compounds were not picked by outcome; about 3.4% have a hit in one of these screens.

SMILES	FBW7 activator	TEAD-YAP block	MITF primary	GPR151 activ
COCC(=O)N1CCC(C(=O)c2ccc3c(c2)OCCO3)CC1	0.7	0	24	-0.1
FC(F)(F)C1=Nc2cccc3cccc(c23)N1	-0.4	6	114*	0.1
N=C1S/C(=C\c2ccc(-c3ccc(Cl)cc3C(=O)O)o2)C(=O)N1c1nccs1	-0.1	2	6	0.8
CC(C)c1ccc(C2C3CSCC=C3C(C#N)=C(N)C2(C#N)C#N)cc1 (stereo not given)	-0.1	-3	0	-1.0
COc1cc(NC(=O)COc2ccc(C)cc2)cc(OC)c1	-0.2	10	9	-1.5
O=C(Nc1ccc(Oc2ccccc2)cc1)c1ccnc(-c2ccccc2)c1	0.2	-9	21	-0.7
CCCCCC1CCC(c2ccc(C(=O)NNC(=O)c3ccccc3Cl)cc2)CC1 (stereo not given)	0.1	3	3	2.5
COc1cc(C2C3CN(C)CC=C3C(C#N)=C(N)C2(C#N)C#N)cc(OC)c1OC (stereo not given)	0.5	-10	-4	-1.1
CC(=O)Nc1ccc(S(=O)(=O)NC(C)c2nc(-c3ccc(Cl)cc3)n[nH]2)cc1 (stereo not given)	-0.1	2	-1	-0.5
COc1ccc(C2C(C(=O)Nc3ccccc3F)=C(C)NC3=C2C(=O)CC(C)(C)C3)c(OC)c1 (stereo not given)	-0.1	5	2	0.6
Cn1nnc2c(N3CCN(CC(=O)NCc4ccccc4)CC3)ncnc21	1.8	-2	16	-1.3
O=C(Nc1cccc(Cl)c1Cl)Nn1cnnc1	-0.1	4	-7	-0.7

The closing two entries of the part before are carried over, then new ones follow:
SMILES	FBW7 activator	TEAD-YAP block	MITF primary	GPR151 activ
Cn1nnc2c(N3CCN(CC(=O)NCc4ccccc4)CC3)ncnc21	1.8	-2	16	-1.3
O=C(Nc1cccc(Cl)c1Cl)Nn1cnnc1	-0.1	4	-7	-0.7
CCOc1cc(C(=O)O)cc(Br)c1OCC(C)C	0.1	-3	1	-0.5
COc1ccc(NC(=O)c2cc(S(=O)(=O)N3CCN(c4ccccn4)CC3)ccc2F)cc1	1.9*	7	7	3.5
CCN(CC)C(=O)Cn1nc2c(C)cc3cc(OC)ccc3n2c1=O	-0.2	-5	-4	-0.3
CCOc1ccccc1C(=O)N[C@H](C(=O)Nc1ccccc1N1CCOCC1)C(C)C	0.1	-10	23	-1.6
Cc1ccn2cc(-c3ccccc3)nc2c1	0.8	77*	0	-8.4
Cc1cc([N+](=O)[O-])ccc1-c1ccc(C(=O)NCCCN2CCOCC2)o1	0.0	4	11	0.8
O=C(NCCN1CCNCC1)c1cc(C2COc3ccccc3O2)nc2ccc(-c3cn[nH]c3)cc12 (stereo not given)	-0.2	0	-2	0.4
O=C(NN1C(=O)C2C3C=CC(O3)C2C1=O)c1cccc(O)c1 (stereo not given)	0.6	-15	5	0.5
O=C(O)c1nccnc1C(=O)Nc1ccccc1F	0.3	-4	10	-1.2
CCc1ccc(/C=C2\C(=N)N3N=C(N4CCOCC4)SC3=NC2=O)cc1	0.0	11	2	1.3
COc1cc(OC)cc(-c2nc3ccccc3c(=O)n2NC(=O)c2ccco2)c1	-0.2	4	-12	2.0
CC(=Nc1ccc(C)cc1)c1ccc(O)cc1O	0.7	0	15	0.8
CN(C)c1nc(C(C(=O)OC(C)(C)C)C(=O)OC(C)(C)C)nc(N(c2ccccc2)c2ccccc2)n1	-0.1	11	1	0.5
O=C(N/N=C/c1ccc(O)c([N+](=O)[O-])c1)c1ccc2c(c1)OCCO2	-0.1	-16	5	-1.1
CCCCNC(=O)C(=O)c1c(C)n(C)c2ccccc12	0.1	11	4	0.2
CCOC(=O)c1sc2ncnc(Nc3cccc(OC)c3)c2c1C	0.3	8	-15	-1.2
CCCSc1nnc(CSc2nc(C)cc(C)n2)n1-c1ccc(Cl)cc1	0.2	0	12	0.4
CN1CCN(c2ccc(NC(=O)c3ccc(Br)o3)cc2)CC1	-0.1	-48	12	-8.0
CCOC(=O)C1CCN(c2c(NC(c3ccccc3)c3ccccc3)c(=O)c2=O)CC1	-0.1	0	-6	0.7
CC(CN(C)Cc1ccccc1)OC(=O)c1ccc(F)cc1 (stereo not given)	0.1	5	8	-1.5
COc1cc(OC)cc(C(=O)N2CCN(C(=O)c3ccccc3OC)CC2)c1	-0.2	-8	-9	0.0
COCCOCC(O)CN(CCO)CC(O)Cn1ccc2ccccc21 (stereo not given)	0.0	-12	-8	-0.5
CCNc1cc(Nc2ccc(N3CCOCC3)cc2)ncn1	0.0	-14	-10	-0.1
COc1ccc(C2SCCN2S(=O)(=O)c2ccc(C)cc2)cc1OC (stereo not given)	0.2	-10	14	-0.5

4 entries from above, with two lines to a compound:
Results follow in this order: FBW7 activator, TEAD-YAP block, MITF primary, GPR151 activ
> CC(=Nc1ccc(C)cc1)c1ccc(O)cc1O
  0.7, 0, 15, 0.8
> CCc1ccc(/C=C2\C(=N)N3N=C(N4CCOCC4)SC3=NC2=O)cc1
  0.0, 11, 2, 1.3
> O=C(Nc1cccc(Cl)c1Cl)Nn1cnnc1
  -0.1, 4, -7, -0.7
> CCCCNC(=O)C(=O)c1c(C)n(C)c2ccccc12
  0.1, 11, 4, 0.2

Next section.
SMILES	FBW7 activator	TEAD-YAP block	MITF primary	GPR151 activ
CNC(=O)/N=c1/c2ccccc2nc2n1CCCCC2	0.5	1	23	-0.3
Cc1c(NC(=O)CCC2CCCCC2)cccc1C(=O)O	0.5	-60	16	1.9
CC1CCN(c2oc(COc3ccc(F)cc3)nc2C#N)CC1	-0.1	-14	8	0.2
N#C/C(=C(/O)CSc1n[nH]c(N)n1)c1nc2ccccc2s1	-0.2	-9	-7	1.7
COc1cccc(N2CCN(C(=O)Cc3ccc(-n4cccc4)cc3)CC2)c1	-0.2	-6	5	1.3
O=C(Nc1cc2c3c(c1)CCC(=O)N3CCC2)c1cccc(Cl)c1	0.2	2	15	1.2
CN1CC(=O)N2CCN(C(=O)c3cc(F)ccc3F)C[C@@H]2C1=O	-0.2	-5	-5	-1.0
COc1ccccc1-c1cnc2c(N3CCN(C(=O)c4ccco4)CC3)nccn12	0.6	-39	16	-0.1
COc1ccc(C=O)cc1OC(=O)c1ccc([N+](=O)[O-])cc1	0.0	-12	-1	0.0
Cc1onc(-c2ccccc2Cl)c1C(=O)Nc1sc2c(c1C(N)=O)CCCC2	0.1	0	1	0.0
O=C(Nc1ccc([N+](=O)[O-])cc1)c1cc(Br)ccc1Cl	-0.4	15	-5	-0.4
O=c1c(-c2ccccc2Cl)[n+]([O-])c2ccccc2n1OCc1ccc([N+](=O)[O-])cc1	-0.3	4	6	0.2

Arranged by molecular weight (lowest first): some entries from above
SMILES	FBW7 activator	TEAD-YAP block	MITF primary	GPR151 activ
O=C(Nc1ccc([N+](=O)[O-])cc1)c1cc(Br)ccc1Cl	-0.4	15	-5	-0.4
COc1ccccc1-c1cnc2c(N3CCN(C(=O)c4ccco4)CC3)nccn12	0.6	-39	16	-0.1
Cc1onc(-c2ccccc2Cl)c1C(=O)Nc1sc2c(c1C(N)=O)CCCC2	0.1	0	1	0.0

Continuation.
SMILES	FBW7 activator	TEAD-YAP block	MITF primary	GPR151 activ
CN(C)c1ccc(-c2nc3cc(NC(=O)c4ccccc4[N+](=O)[O-])ccc3o2)cc1	0.6	-28	16	0.1
CCc1ccc(S(=O)(=O)Nc2ccc(O)c(C(C(=O)OC(C)C)C(=O)C(F)(F)F)c2)cc1 (stereo not given)	0.8	6	20	1.5
COc1ccc2[nH]c3c(c2c1)CN(C(=O)C1CC(Cc2ccc4c(c2)OCO4)=NO1)CC3 (stereo not given)	0.2	-10	10	0.2
COc1cccc(C(=O)N[C@H]2C[C@H]3C(=O)N4CCC[C@H]4C(=O)N3C2)c1	0.8	5	16	-0.1
O=C(CSc1nc2ccc(NC(=O)c3ccccc3Br)cc2s1)NCCc1ccccc1	0.1	-1	14	-1.7
CCc1ccc(CN2CCc3nnc(C(C)NC(=O)CCOC)n3CC2)o1 (stereo not given)	0.0	3	12	0.4
CC[n+]1ccc(C)c2cc(S(=O)C(F)(F)F)ccc21 (stereo not given)	0.3	10	7	-0.1
CCOC(=O)C1CCCN(c2c(NCCN3CCCC3)c(=O)c2=O)C1 (stereo not given)	-0.1	3	-9	-0.3
Cc1cc(C(=O)CSc2nc3ccccc3s2)c(C)n1C	-0.1	-75	-2	-0.5
Nc1ncc(Br)cc1S(=O)(=O)NCCC1=CCCCC1	-0.1	-1	10	2.7
CCOc1ccc(S(=O)(=O)N2CCN(CC(O)c3ccccc3)CC2)cc1 (stereo not given)	0.1	-6	-3	-1.2
Cc1ccc(NC(=S)N(CCCN2CCC(C)CC2)Cc2cccs2)cc1Cl	0.1	-3	10	-2.1
N#C/C(=C\c1ccc(-c2cccc([N+](=O)[O-])c2)o1)C(=O)Nc1ccc([N+](=O)[O-])cc1	-0.1	-4	0	0.3
O=C(CNCCN1CCOCC1)Nc1ccc(N2CCCCC2)cc1	0.2	1	93*	0.4
CCSc1ncc(Cl)c(C(=O)Nc2nc3ccc(S(C)(=O)=O)cc3s2)n1	0.2	6	6	-1.4
CCCCC[C@H](O)/C=C/[C@@H]1[C@H]2C/C(=C/CCCC(=O)O)C[C@H]2C[C@H]1O	·	·	-7	-1.8
O=C(CCl)N(C1CCCC1)C1CCS(=O)(=O)C1 (stereo not given)	0.5	65*	4	-0.9
C[C@H](O)[C@H]1NC(=O)[C@@H]2C[C@H](NC(=O)c3ccc(F)c(C(F)(F)F)c3)CN2C1=O	-0.1	6	-3	-0.7
CCOc1cc(C(O)c2nnc(-c3ccccc3)o2)ccc1OCC(C)C (stereo not given)	0.0	19	4	0.4
Nc1nc(N2CCOCC2)nc(N(c2ccccc2)c2ccccc2)n1	0.2	2	11	-1.3
O=C(CN1N=C(c2ccccc2)Cn2c(cc3sccc32)C1=O)NCCn1cccn1	0.0	10	0	0.3
CC(=O)NCC1CCC2(CCN(C/C(C)=C/c3ccco3)CC2)O1 (stereo not given)	0.1	-6	-8	-1.4
O=C(OCc1ccccc1)N1CCOCCOCCN(C(=O)OCc2ccccc2)CCOCCOCC1	0.0	0	8	0.5
CCOC(=O)C1=C(O)/C(=C/c2cccnc2)N=C1C	-0.1	-8	-6	-1.0
O=C(Nc1ccccc1Cl)c1cccc(Cl)c1	0.1	-32	-9	-0.8
COc1ccc(/C=C2\N=C(c3ccccc3)NNC2=O)cc1	-0.3	-9	13	-0.4
N#Cc1ccccc1OCC(=O)OCC(=O)Nc1ccc(F)cc1F	0.1	8	13	0.6
CCN(CC)c1ccc(/C=C2\SC(N)=NC2=O)cc1	-0.1	-19	-6	0.8
CC1(C)S[C@@H]2[C@H](NC(=O)COc3ccccc3)C(=O)N2C1C(=O)O (stereo not given in full) (tested in a mixture with another compound)	-0.1	·	-5	0.3
CCS(=O)(=O)c1ccc2oc(=S)n(CN3CCCC(O)C3)c2c1 (stereo not given)	0.0	2	17	-0.3
O=C(NCc1ccc2c(c1)OCO2)c1c(O)c2cccc3c2n(c1=O)CC3	0.0	1	3	0.6
CC(C)NC(=O)CCCn1c(=S)[nH]c2ccc(Br)cc2c1=O	0.1	3	-3	3.0
Cc1cccc(C(=O)NCc2n[nH]c(=S)n2-c2ccc(Br)cc2)c1	0.0	-4	6	2.0
CC1(C)CC(=O)C(C(=O)CCCCC(=O)C2C(=O)CC(C)(C)CC2=O)C(=O)C1	0.1	-4	12	1.3
CCOc1ccc(-n2nnnc2CN2CCN(C(=O)CC3CCCCC3)CC2)cc1	0.1	10	5	-0.5
Cc1ccc(S(=O)(=O)N2CCN(C3CCCCC3)CC2)cc1	0.0	-7	30	0.9
O=C(Nc1ccc(-c2nn[nH]n2)cc1)[C@H]1Cc2ccccc2CN1	0.1	9	15	-0.4
O=C(NNC(=O)c1ccccc1[N+](=O)[O-])Nc1ccccc1	-0.2	0	1	-0.8
CC(C)N1CCC(N2CCN(Cc3cccc(Cl)c3)CC2CCO)CC1 (stereo not given)	0.1	2	13	1.6
COc1cccc(/C=C/c2nc3ccccc3c(=O)n2-c2ccc(Cl)c([N+](=O)[O-])c2)c1OC	0.0	-4	-2	-0.4
N#CC1=C(N)Oc2ccccc2C12C(=O)Nc1cc(N)ccc12 (stereo not given)	0.1	0	-21	-0.9
CN(C)c1ccc(C(=S)N2CCN(c3ccccc3)CC2)cc1	-0.1	5	16	-0.4
O=C(CSc1ncn(-c2ccccc2)n1)c1cccs1	-0.1	-87	-8	0.3
COc1cccc(NC(=O)CC2C(=O)NC3CCCCC3N2C(=O)c2ccccc2)c1 (stereo not given)	-0.1	8	7	0.3
CCOC(=O)C1(CCOc2ccccc2)CCN(Cc2cccc(OCCO)c2)CC1	-0.1	4	16	1.1
O=C(CC1(O)C(=O)Nc2ccccc21)c1ccc(Br)s1 (stereo not given)	0.1	3	-12	2.0
COc1ccc(CCNC(=O)C2CCN(c3ccc(NCCN4CCOCC4)nn3)CC2)cc1	0.1	2	16	-0.3
CCCOc1ccc(C2C(C(=O)OCC)=CN(Cc3ccc(F)cc3)C=C2C(=O)OCC)cc1	0.4	-9	-8	-1.0

From PubChem BioAssay
